# D2 agonist: D2 dopamine receptor (human) agonism | AID 485358 | activation, % at 2 µM | HEK293 T-REx D2 cells, calcium flux agonist mode | hit rate 0.53% among 340,000 | P14416;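 active = activation over 3 SD above normal in the single-dose calcium agonist read, cut at about 30% in these data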; note: 0% is about no effect
#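 Tetracycline-induced HEK293 Trex cells with D2 receptor force-coupled to calcium signaling, plated overnight at 30 C and loaded with no-wash calcium dye. Calcium flux read kinetically for 180 s after compound addition; responses flag agonists.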
# PI4K2A block: PI4K2A (human) kinase inhibition. Q9BTU6. purified PI4K2A, ADP-Glo luminescence, 1 h; active compounds read low. activity change, negative = inhibition, % at 76.9 µM. hit rate 0.13% among 420,000. AID 1346378; in the data active = activity change below about -50%; inconclusive = mostly about -30% to -49%;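 note: -100% = wells without enzyme as full effect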
#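 In this quantitative HTS, ADP production by PI4K2A was quantified luminescently after 1 h at ambient temperature; 100 microM adenosine served as plate-quality control.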
# TrxR1 substrate: rat thioredoxin reductase 1 substrate activity; O89049; purified TrxR1 substrate turnover, NADPH consumption readout; Potency, µM (top dose mostly 114 µM), for the others: at the highest dose activity change, negative = substrate turnover; hit rate 0.01% among 390,000; AID 588456; note: potency is the fitted concentration of half-maximal effect; % is set by controls: 0 for no effect and ±100 for the full control effect; nearly all actives have a fitted effect of over 50% in size
#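 Rat TrxR1, dispensed at 90 nM, was prereduced with 400 uM NADPH (final) for 5 min at ~22 deg C, then incubated with compound 15 min before 400 uM selenite. A first-read NADPH fluorescence drop versus no-compound background flagged substrates.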
# TRHR ag: TRH receptor (human) agonism | P34981 | TRHR cells, calcium flux fluo-8, FDSS agonist mode | activation, % at 2 µM | hit rate 0.18% among 360,000 | AID 493084; in the data active = activation above about 30%; note: 0% is about no effect
#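 TRHR-expressing cells loaded with fluo-8 calcium dye; 23 nL library compound pin-transferred, kinetic FDSS fluorescence (Ex 480/Em 530) recorded about 180 s for agonist-induced calcium release, before a 10 nM TRH EC20 addition for potentiator mode.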
# TrxR1 inh: rat TrxR1 inhibition; Potency, µM (top dose mostly 114 µM), for the others: top-dose activity change, negative = inhibition, actives largely listed as inhibitors; O89049; hit rate 1% among 390,000; recombinant rTrxR1, NADPH fluorescence consumption, selenite substrate; note: potency is the fitted concentration of half-maximal effect; % is set by controls: 0 for no effect and ±100 for the full control effect; nearly all actives have a fitted effect of over 65% in size
#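 Rat TrxR1 (90 nM in the dispensed reagent) was pre-reduced with 400 uM NADPH for 5 min at room temperature, then incubated with compound for 15 min. After 400 uM selenite was added, NADPH fluorescence (Ex 340/Em 450 nm) was followed for 8 min.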
# USP1-UAF1 inh: inhibitors of human USP1/UAF1 deubiquitinase; recombinant USP1/UAF1, Ub-Rhodamine cleavage fluorescence; O94782; hit rate 0.23% among 390,000; Potency, µM (doses to about 57.1 µM), inactives show at the top dose activity change, negative = inhibition, actives largely listed as inhibitors; note: potency is the fitted concentration of half-maximal effect; % is set by controls: 0 for no effect and ±100 for the full control effect; nearly all actives have a fitted effect of over 60% in size; inactives centre near -12
# Target sequence (O94782 whole entry, looked up): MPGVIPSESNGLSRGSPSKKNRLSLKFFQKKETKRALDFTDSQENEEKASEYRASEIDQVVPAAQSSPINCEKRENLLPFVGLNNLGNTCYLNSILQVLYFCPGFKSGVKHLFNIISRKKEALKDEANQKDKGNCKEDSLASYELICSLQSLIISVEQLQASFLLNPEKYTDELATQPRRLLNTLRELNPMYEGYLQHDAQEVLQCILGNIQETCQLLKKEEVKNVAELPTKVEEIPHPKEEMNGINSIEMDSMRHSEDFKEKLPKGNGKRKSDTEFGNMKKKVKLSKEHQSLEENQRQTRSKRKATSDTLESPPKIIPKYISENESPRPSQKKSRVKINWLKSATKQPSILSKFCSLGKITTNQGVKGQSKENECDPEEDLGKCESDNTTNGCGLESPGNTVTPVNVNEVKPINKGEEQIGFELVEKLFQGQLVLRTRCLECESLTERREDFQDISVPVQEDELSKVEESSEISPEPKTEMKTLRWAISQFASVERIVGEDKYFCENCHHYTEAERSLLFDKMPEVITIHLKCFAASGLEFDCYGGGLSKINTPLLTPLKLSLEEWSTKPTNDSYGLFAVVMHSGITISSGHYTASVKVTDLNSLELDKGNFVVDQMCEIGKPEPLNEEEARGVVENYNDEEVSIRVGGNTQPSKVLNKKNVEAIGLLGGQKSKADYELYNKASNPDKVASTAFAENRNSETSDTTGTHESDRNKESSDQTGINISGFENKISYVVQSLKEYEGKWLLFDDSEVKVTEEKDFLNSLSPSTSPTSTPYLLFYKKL
#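 High-throughput fluorogenic screen: 1nM USP1/UAF1 complex, Ub-Rho substrate 150nM final, 50mM HEPES pH 7.8 with 0.5mM EDTA, 0.1 mg/ml BSA, 1mM TCEP and 0.01% Tween-20.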
# TRHR enhancer: allosteric enhancers of human TRH receptor; P34981; TRHR cells, fluo-8 calcium fluorescence, EC20 TRH enhancement; enhancement, % at 2 µM; hit rate 0.66% among 360,000; in the data active = enhancement above about 30%; note: 0% is about no effect
#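 TRHR-expressing cells loaded with fluo-8 calcium dye were read kinetically (ex 480/em 530) during compound addition, then stimulated with an EC20 of TRH (10 nM final). Enhancement of the Gq-mediated intracellular calcium response was scored.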
# D2 antag: antagonizes the human D2 dopamine receptor; P14416; HEK293 TREx D2 cells, calcium flux, dopamine EC80; hit rate 2% among 340,000; inhibition, % at 10 µM; AID 485344; in the data active = inhibition above about 30%; note: 0% is about no effect
#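 Measurement of antagonist activity uses fluorescent calcium dye in inducible HEK293 T-REx D2 cells: 10 s baseline, compound addition with 180 s read, EC80 dopamine addition with a further 180 s read.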
# IDH1 R132H inh: human IDH1 R132H inhibition. Potency, µM (highest dose often 76.6 µM), without a hit: at the highest dose activity change, negative = inhibition, actives largely listed as inhibitors. O75874. hit rate 0.093% among 390,000. IDH1-R132H enzyme, NADPH consumption, diaphorase/resazurin fluorescence; note: potency is the fitted concentration of half-maximal effect; % is set by controls: 0 for no effect and ±100 for the full control effect; nearly all actives have a fitted effect of over 65% in size
#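 IDH1-R132H (0.5 ug/mL dispensed) in pH 7.5 Tris buffer was preincubated 30 min with compound, then given a substrate mix of 0.016 mM NADPH and 2 mM alpha-KG for 80 min at room temperature; remaining NADPH was read by diaphorase/resazurin fluorescence.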
# An asterisk follows results filed as active; ? = inconclusive; · = not tested or not shown; [ ] = dose if it differs, or a comment. Unless noted, calls come from the whole dose curve; as a rule, active = well fitted inhibition curve with a large enough effect; inconclusive = small, poorly fitted or top-dose-only effect; inactive = no such curve, though single readings can be large or run the other way.
# Order of values: D2 agonist	PI4K2A block	TrxR1 substrate	TRHR ag	TrxR1 inh	USP1-UAF1 inh	TRHR enhancer	D2 antag	IDH1 R132H inh
- C=CCn1c(N)cc(=O)nc1SCC(=O)Nc1ccccc1C(N)=O
    0.5	0	-7%	1.2	-10%	4%	-1	-12	2%
- CCOc1ccc(CC(=O)N2CCN=C2SC)cc1
    1.0	-7	8%[57.1 µM]	0.0	18%[57.1 µM]	-2%	-4	8	4%
- CCc1ccc(-c2nc3c(c(SCc4ccccc4F)n2)Cc2c(CO)cnc(C)c2O3)cc1
    -0.5	-2	3%	0.2	20%	-13%	-2	·	-11%
- Cc1cc([N+](=O)[O-])ccc1-c1ccc(C2Nc3ccccc3C(=O)N2O)o1 (stereo unspecified)
    ·	-5	-13%	·	-32%	-20%	·	·	-11%
- COc1ccc(NC(=O)c2cc(S(=O)(=O)N3CCCC(C)C3)cn2C)c(OC)c1 (stereo unspecified)
    -1.9	3	5%[57.1 µM]	-0.9	21%[57.1 µM]	?	0	·	-3%
- CC(NC(=O)COC(=O)CN1C(=O)c2ccccc2C1=O)c1ccccc1 (stereo unspecified)
    ·	3	-14%	·	-13%	-6%	·	·	9%
- CN(C)C(=S)SCC(=O)NC(=O)NC(C)(C)C
    0.0	-4	8%	0.5	12%[57.1 µM]	1%	-4	-2	4%
- O=C(CCn1c(=O)sc2ccccc21)NCc1ccco1
    0.3	-2	1%	-0.1	-14%	-3%	-8	42*	9%
- CN(CCn1ccnc1)Cc1cn(-c2ccccc2)nc1-c1ccc2c(c1)OCO2
    0.3	1	-4%[57.1 µM]	-0.5	17%[57.1 µM]	-11%	-6	0	3%
- CCOc1c2ccc(C(=O)N[C@H](C)C3CCCCC3)cc2nn1CC
    ·	-2	56%[activator][57.1 µM]	-1.6	24%[57.1 µM]	20%	-2	·	-10%
- Cc1cc(NC(=O)CSc2nc3c([nH]c4ccccc43)c(=O)n2-c2ccc(Cl)cc2)no1
    1.0	2	6%[57.1 µM]	0.1	19%[57.1 µM]	-27%	-2	·	2%
- Cc1ccccc1C(=O)N1CCN(c2ccc(NC(=S)NC(=O)c3ccco3)cc2)CC1
    0.3	-4	-2%	-0.3	12%	3%	-5	-4	3%
- O=C(COC(=O)c1ccccc1C(F)(F)F)NC(=O)NCc1ccco1
    ·	-1	-7%	·	-14%	-15%	·	·	1%
- COc1ccc(C=O)cc1C1=CC(=O)C[C@H](c2ccc(Cl)cc2)C1
    ·	4	3%	0.3	11%	-15%	-5	·	13%
- O=C(Cn1c(=O)c2cccn2c2ccc(F)cc21)N1CCN(c2ccccc2)CC1
    -0.8	1	0%	0.1	13%	10%	-1	·	0%
- Nc1nc(Nc2ccccc2)n[nH]1
    -0.7	6	-5%	3.2	1%[57.1 µM]	-10%	12	-9	0%
- COc1cc(C(=O)O)cc(NC(=O)c2ccco2)c1OC
    0.7	1	0%	0.6	-13%	-17%	0	-6	9%
- C=CCN(CC=C)CC(=O)Nn1c(C)ccc1C
    ·	-4	2%	·	-6%	-9%	·	·	0%
- O=C(NCc1ccccc1)C(c1cccs1)N(Cc1cccs1)C(=O)c1cnccn1 (stereo unspecified)
    0.2	2	6%	0.1	25%	-19%	1	-8	2%
- Cc1ccc2[nH]c(C)c(CCNC(=O)c3cc4cc([N+](=O)[O-])ccc4oc3=O)c2c1
    2.6	1	-9%	-1.6	-8%	-11%	-3	-1	-2%
- CC(C)(C)S(=O)N1Cc2cc(CO)cc(-c3ccccc3)c2[C@H]1CCO (stereo partly specified)
    ·	0	-4%	·	-27%	-27%	·	·	10%
- CCC(C)NC(=O)CCSCCC(=O)NC(C)CC (stereo unspecified)
    -0.4	-2	1%	0.0	17%	2%	-2	-2	4%
- Cc1ccc2nc(-c3ccc(NS(=O)(=O)c4ccc(F)cc4)cc3)sc2c1
    0.6	2	155%[activator][57.1 µM]	-0.3	43%	?	-3	-1	-7%
- COc1ccc([C@@H]2[C@@H]3C(=O)N(C(C)(C)C)C(=O)[C@@H]3[C@]3(C)C(=O)N(c4cccc(Cl)c4)C(=O)N23)cc1
    0.5	0	5%[57.1 µM]	0.5	14%	-24%	-6	-10	-4%
- Cn1c(CNC(=O)c2ccccc2)nnc1SCC(=O)Nc1nccs1
    ·	-25	7%[57.1 µM]	0.1	31%[57.1 µM]	-18%	-1	·	-4%
- CC(=O)Nc1ccc2nc(CN3CCN(Cc4ccc(F)cc4)C(CCO)C3)ccc2c1 (stereo unspecified)
    0.2	-1	8%	0.1	-21%	-11%	36*	16	-3%
- CCOC(=O)CN1C(=O)c2ccccc2C1=O
    -0.8	-3	11%[57.1 µM]	1.5	19%[57.1 µM]	-6%	17	-14	-5%
- CCc1ccc(OC(C)C(=O)N(Cc2ccccc2)C2CCS(=O)(=O)C2)cc1 (stereo unspecified)
    0.6	0	-1%	-0.2	26%	-6%	-3	-24	11%
- CC(C)c1ccc(NC(=O)Cc2ccc(NC3=NC4CS(=O)(=O)CC4S3)cc2)cc1 (stereo unspecified)
    -0.6	3	4%[57.1 µM]	0.0	-1%[57.1 µM]	-26%	-4	-7	2%
- Cc1ccc(NC(=O)CN2C(=O)NC3(CCC(C)CC3)C2=O)c(Cl)c1 (stereo unspecified)
    0.7	-4	8%	0.3	17%	-10%	2	4	0%
- COC(=O)CCC[C@H]1CC2(C[C@H](CCCO[Si](C)(C)C(C)(C)C)N1C(=O)OC(C)(C)C)OCCO2
    -0.2	-4	-8%[57.1 µM]	0.1	4%[57.1 µM]	-25%	-2	9	11%
- O=C(c1ncn[nH]1)N1CCN(c2nc(-c3ccccc3)cs2)CC1
    0.2	2	-3%	-0.1	2%	2%	4	21	-1%
- COc1cc(C2=NOC(C(=O)Nc3cc(C)on3)C2)cc(OC)c1OC (stereo unspecified)
    -0.2	1	4%	0.7	24%	-25%	4	21	-3%
- Cc1n(Cc2ccccc2)c2ccccc2[n+]1Cc1ccccc1
    1.4	0	-11%	0.9	14%[57.1 µM]	-14%	-5	3	6%
- CCn1c2ccccc2c2cc(NC(=O)c3cccc([N+](=O)[O-])c3)ccc21
    0.9	-5	5%	0.2	18%	-18%	-9	42*	3%
- Cc1ccc(CNC(=O)COc2ccc3c(c2)CCC3)cc1
    0.7	-3	0%	0.0	4%	-12%	2	2	8%
- Cc1ccc(S(=O)(=O)N2CC(C(=O)O)=CC[C@H]2c2ccc3c(c2)OCO3)cc1
    0.3	5	8%	0.1	27%	-5%	0	-6	-14%
- O=C(CCN1C(=O)C2CC=C(Cl)CC2C1=O)NCc1ccccc1 (stereo unspecified)
    0.2	2	7%	-0.1	19%	-13%	3	-12	2%
- Cc1cccc(NC(=O)Nc2ccc(S(=O)(=O)Nc3onc(C)c3C)cc2)c1
    0.0	-5	2%	0.8	29%	-22%	-1	20	6%
- CC(=O)c1ccc(S(=O)(=O)Nc2ccc(-c3ccc4nncn4n3)cc2)cc1
    1.1	-11	-4%	0.9	5%	-8%	0	12	1%

# Entries of single compounds, looked up by structure. Order of screens: D2 agonist | PI4K2A block | TrxR1 substrate | TRHR ag | TrxR1 inh | USP1-UAF1 inh | TRHR enhancer | D2 antag | IDH1 R132H inh
# `COc1ccc([C@@H]2[C@@H]3C(=O)N(C(C)(C)C)C(=O)[C@@H]3[C@]3(C)C(=O)N(c4cccc(Cl)c4)C(=O)N23)cc1` is listed with 0.5 | 0 | 5%[57.1 µM] | 0.5 | 14% | -24% | -6 | -10 | -4%
# `Cc1ccc(CNC(=O)COc2ccc3c(c2)CCC3)cc1` is listed with 0.7 | -3 | 0% | 0.0 | 4% | -12% | 2 | 2 | 8%
# `Cc1n(Cc2ccccc2)c2ccccc2[n+]1Cc1ccccc1` is listed with 1.4 | 0 | -11% | 0.9 | 14%[57.1 µM] | -14% | -5 | 3 | 6%

# 2 of the compounds above, field by field.
Structure: CCC(C)NC(=O)CCSCCC(=O)NC(C)CC (stereo unspecified)
  D2 agonist: -0.4	PI4K2A block: -2	TrxR1 substrate: 1%	TRHR ag: 0.0	TrxR1 inh: 17%	USP1-UAF1 inh: 2%	TRHR enhancer: -2	D2 antag: -2	IDH1 R132H inh: 4%

Structure: Cc1ccc2nc(-c3ccc(NS(=O)(=O)c4ccc(F)cc4)cc3)sc2c1
  D2 agonist: 0.6	PI4K2A block: 2	TrxR1 substrate: 155%[activator][57.1 µM]	TRHR ag: -0.3	TrxR1 inh: 43%	USP1-UAF1 inh: ?	TRHR enhancer: -3	D2 antag: -1	IDH1 R132H inh: -7%

# (list continues)
# Order of values: D2 agonist	PI4K2A block	TrxR1 substrate	TRHR ag	TrxR1 inh	USP1-UAF1 inh	TRHR enhancer	D2 antag	IDH1 R132H inh
- CCOc1ccc(NS(=O)(=O)c2cc(NC(=O)CCC(=O)c3cccs3)ccc2Cl)cc1
    0.5	1	3%	0.6	21%	-10%	-3	14	-6%
- CCNc1nc(NCC)nc(N/N=C/c2ccc(N(C)C)cc2)n1
    0.5	1	31%[activator][57.1 µM]	-0.3	11%[57.1 µM]	-4%	3	-22	11%
- C#Cc1ccc([C@H]2C=C(C(=O)O)O[C@@H](OCc3ccc(CO)cc3)C2)cc1
    0.6	0	-3%	0.0	-4%	-8%	17	8	10%
- Cc1ccc(C(=O)N2CCN(Cc3ccccc3)CC2)cc1S(=O)(=O)N1CCOCC1
    0.8	-3	0%	0.3	-15%	-4%	7	21	-22%
- CN(Cc1ccccc1)S(=O)(=O)c1nnc(NC(=O)c2cccc(Cl)c2)s1
    -0.1	3	-2%	0.2	16%	-15%	6	·	38%[activator]
- CC(=O)c1cccc(NC(=O)C(C)OC(=O)C2CCC2)c1 (stereo unspecified)
    0.2	-6	0%	0.4	7%	-9%	2	-3	-15%

# Limited to D2 agonist, TrxR1 inh and D2 antag, for some of the entries so far:
molecule | D2 agonist | TrxR1 inh | D2 antag
CCOc1ccc(NS(=O)(=O)c2cc(NC(=O)CCC(=O)c3cccs3)ccc2Cl)cc1 | 0.5 | 21% | 14
CCNc1nc(NCC)nc(N/N=C/c2ccc(N(C)C)cc2)n1 | 0.5 | 11%[57.1 µM] | -22
C#Cc1ccc([C@H]2C=C(C(=O)O)O[C@@H](OCc3ccc(CO)cc3)C2)cc1 | 0.6 | -4% | 8

# Source: PubChem (National Center for Advancing Translational Sciences (NCATS))
